MITF primary: MITF inhibitors, primary screen, biochemical, AlphaScreen, human; Microphthalmia-associated transcription factor (Homo sapiens), O75030; AlphaScreen MITF homodimerization, bead proximity signal; inhibition, % at 2.6 µM; 650,000 tested, 0.91% active; AID 1259374, 2018; in the data active = inhibition above about 50%;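 note: 0% = vehicle wells with protein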
Target sequence (O75030 whole entry, looked up): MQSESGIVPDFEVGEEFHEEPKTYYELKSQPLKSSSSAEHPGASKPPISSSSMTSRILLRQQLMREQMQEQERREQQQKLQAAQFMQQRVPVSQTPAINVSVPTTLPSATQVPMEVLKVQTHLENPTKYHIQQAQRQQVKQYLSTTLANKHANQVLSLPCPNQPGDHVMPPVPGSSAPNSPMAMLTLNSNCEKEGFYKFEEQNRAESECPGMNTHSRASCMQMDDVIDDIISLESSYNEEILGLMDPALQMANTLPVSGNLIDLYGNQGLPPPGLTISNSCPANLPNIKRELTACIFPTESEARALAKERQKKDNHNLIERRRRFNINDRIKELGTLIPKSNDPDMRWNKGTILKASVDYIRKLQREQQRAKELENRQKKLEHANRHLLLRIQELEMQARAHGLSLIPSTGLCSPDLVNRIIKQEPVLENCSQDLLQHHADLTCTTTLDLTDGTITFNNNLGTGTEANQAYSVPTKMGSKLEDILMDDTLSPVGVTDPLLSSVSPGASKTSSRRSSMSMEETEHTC
FBW7 activator: FBW7 E3 ligase activators, primary screen, biochemical, AlphaScreen, human. 650,000 tested, 0.13% active. AID 1259310, 2017. normalized activity (activation), % at 26.1 µM. AlphaScreen FBW7–phospho-cyclin E peptide binding, activator screen. F-box/WD repeat-containing protein 7 (Homo sapiens), Q969H0; in the data active = normalized activity above about 1.9%;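 note: purified mutant Fbw7 with reduced substrate affinity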
TEAD-YAP inh: TEAD-YAP interaction inhibition, primary screen, TEAD-YAP interaction inhibitor project, luminescence, HEK-TIYL cells; TEAD-Gal4/YAP UAS-luciferase luminescence; inhibition, % at 9.12 µM; 640,000 tested, 1.4% active; AID 1259422, 2018; in the data active = inhibition above about 32%;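 note: 0% = median of test compound wells and 100% = reference inhibitor wells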
GPR151 ag: activators of human GPR151, primary screen, cell-based, PathHunter beta-arrestin, luminescence | PathHunter beta-arrestin GPR151 cells | activation, % at 11.2 µM | 650,000 tested, 1% active | AID 1508602, 2020; in the data active = activation above about 4.9%;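 note: 0% = median of compound wells and 100% = cells with positive control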
Target sequence (Q8TDV0 whole entry, looked up): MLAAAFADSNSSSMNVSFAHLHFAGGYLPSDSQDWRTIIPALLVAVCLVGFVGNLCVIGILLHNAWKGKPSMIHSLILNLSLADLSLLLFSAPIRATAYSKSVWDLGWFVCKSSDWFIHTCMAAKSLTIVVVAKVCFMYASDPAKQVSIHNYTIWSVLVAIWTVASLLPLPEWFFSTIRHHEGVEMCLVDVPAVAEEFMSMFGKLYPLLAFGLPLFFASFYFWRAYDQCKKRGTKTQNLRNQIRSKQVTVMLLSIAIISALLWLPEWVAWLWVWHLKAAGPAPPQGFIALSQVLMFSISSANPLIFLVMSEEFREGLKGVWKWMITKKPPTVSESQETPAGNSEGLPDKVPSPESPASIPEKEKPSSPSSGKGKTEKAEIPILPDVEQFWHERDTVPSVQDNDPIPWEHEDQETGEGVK
An asterisk follows results filed as active; / = not tested or not shown; & = joins results of further samples. Some of the compounds tested (hit frequency here may not be typical).

Compound	MITF primary	FBW7 activator	TEAD-YAP inh	GPR151 ag
CCOC(=O)C1=C(N)OC(C)=C(C(=O)OC)C12C(=O)N(CC(=O)OC)c1ccccc12 (stereo unspecified)	1	0.0	-8	-1.1
CC(Cc1ccccc1)N1C(=O)c2ccccc2C1=O (stereo unspecified)	3	0.2	-10	-0.3
NC(N)=Nc1ccc2[nH]c3c(c2c1)C[C@@]1(O)C2Cc4ccc(O)c5c4[C@@]1(CCN2CC1CC1)C3O5 (stereo partly specified)	-1	0.3	/	0.9
NNC(=O)c1nc[nH]c1C(=O)Nc1ccc(Cl)cc1C(=O)c1ccccc1	12	-0.3	7	-0.9
CCCCOc1ccc(CN2CCN(CCO)CC2)cc1	4	-0.2	-9	-1.1
COc1ccc(Cl)cc1C(=O)C1CCCN(Cc2cccc(C)n2)C1 (stereo unspecified)	8	0.1	2	2.7
Cc1nc2cc([N+](=O)[O-])ccc2c(=O)n1-c1cccc(Br)c1	2	-0.1	2	-1.1
Cc1cc(C)n2nn[n+](C)c2n1	15	0.1	3	-0.2
O=C(OCCN1CNC(=N[N+](=O)[O-])NC1)c1ccc([N+](=O)[O-])cc1	-1	0.5	-2	-0.5
Cn1c(SCc2nc3ccccc3c(=O)n2-c2ccccc2)nc2ccccc21	15	0.0	-5	-0.5
COc1ccc(CN2CCNCC2)c(OC)c1OC	1&1	0.0&0.1	-2	-2.4&-1.0
O=C(NC(OCC(F)(F)C(F)F)C(Cl)(Cl)Cl)c1ccccc1 (stereo unspecified)	7	0.0	-3	0.9
COc1ccc(/C=C/c2nc3ccccc3c(=O)n2-c2ccccc2C)cc1	-10	-0.1	-1	0.0
O=C(CCN1C(=O)C2C3C=CC(C3)C2C1=O)N1CC2CC(C1)c1cccc(=O)n1C2 (stereo unspecified)	16	0.2	8	-1.0
O=c1c2ccccc2nc(/C=C/c2cccc(F)c2)n1-c1ccc(F)c(Cl)c1	8	0.2	-1	1.6
CN1C2CCC1CC(OC(=O)c1ccccc1)C2 (stereo unspecified)	-5	0.7	-1	-1.6
Cc1cc(-n2c(/C=C/c3ccccc3Cl)nc3ccccc3c2=O)ccc1Br	-9	-0.1	-4	0.2
O=[N+]([O-])c1ccc(CN2CCN(c3ccc(F)cc3)CC2)cc1	40	0.0	13	1.9
N#Cc1ccc(NC(=O)CSc2nnc(Cc3ccccc3)o2)cc1Cl	-8	-0.1	10	-1.0
OC1/C(=C/c2cccc(OCc3ccccc3)c2)N2CCC1CC2 (stereo unspecified)	5	0.1	-37	5.9*
O=C1NC(=O)N(Cc2ccco2)C(=O)/C1=C\c1ccco1	31	-1.3	-3	-0.6
C/C(=N\O)c1cn(C)c2ccccc12	-9	-0.1	-15	0.3
Cc1cccc(NC2=NCC(C)(C)S2)c1C	3	0.8	-8	0.9
N#Cc1ccc(NC(=O)CSc2nnc(N)s2)cc1Cl	-10	-0.1	4	-0.2
O=C(OC1N=C(c2ccccc2Cl)c2cc(Br)ccc2NC1=O)c1ccccc1 (stereo unspecified)	7	-0.1	1	-0.6
O=C1NC(=O)C(=Cc2ccc(OCc3cccc(C(=O)O)c3)cc2)C(=O)N1	-3	-0.4	71*	-7.7
COc1ccc(-n2c(/C=C/c3cccc(C)c3)nc3ccccc3c2=O)cc1	4	-0.2	8	1.9
Cc1ccccc1N1CCN(Cc2cccc([N+](=O)[O-])c2)CC1	-16	0.0	6	1.0
CC(=O)N[C@@H](C)C(=O)NCc1cccc(C(F)(F)F)c1	-4	-0.1	-4	-0.2
Clc1ccc(C(c2ccc(Cl)cc2)n2cc[n+](CC(OCc3ccc(Cl)cc3Cl)c3ccc(Cl)cc3Cl)c2)cc1 (stereo unspecified)	0	0.0	6	3.6
O=C1NC(=O)N(Cc2ccc(F)cc2)C(=O)/C1=C\c1ccc(O)cc1	3	-1.0	-6	-0.6
Cc1cc(C)cc(OCCOc2cccc(C=C3C(=O)NC(=O)NC3=O)c2)c1	3	0.2	-34	0.7
O=Cc1cn(Cc2cc(=O)n3ccccc3n2)c2ccccc12	-19	-0.2	21	0.1
COC(=O)C1C2c3ccccc3O[C@]1(C)N=c1s/c(=C/c3cccc(OC)c3)c(=O)n12 (stereo partly specified)	4	-0.1	-2	-0.4
COc1ccc(CN(C)CCc2ccc(OC)c(OC)c2)cc1	3	0.0	5	1.5
COc1cccc(CCNCc2cc(Br)ccc2OC)c1	3	-0.2	-7	-0.6
Cc1cc(Cl)ccc1OCC(=O)N1CCCC(N2CCOCC2)C1 (stereo unspecified)	6	0.0	0	3.6
O=C1NC(=O)N(Cc2ccccc2)C(=O)/C1=C/c1cnn(-c2ccccc2)c1	-4	-0.7	-15	0.4
Cc1cc(N2CCCCC2)ccc1C=C1C(=O)N(C)C(=S)N(C)C1=O	1	-0.1	-16	-0.1
O=C1NC(=O)C(CCc2ccncc2)(Cc2cccs2)C(=O)N1c1ccccc1F (stereo unspecified)	17	0.2	6	0.1
CC(C)(C)NCC(C)(O)c1ccc(Br)cc1 (stereo unspecified)	3	-0.1	0	-0.4
NCC#Cc1ccccc1	-8	-0.1	9	0.5
Cc1ccc(-n2c(/C=C/c3ccc([N+](=O)[O-])cc3)nc3ccccc3c2=O)cc1C	9	-0.2	7	-0.5
CCN1CCN(Cc2ccc([N+](=O)[O-])cc2)CC1	-5	0.0	10	10*
COc1ccc(CN2C(=O)NC(=O)/C(=C\c3ccc([N+](=O)[O-])o3)C2=O)cc1	28	-0.6	-2	1.4
Cc1nonc1OCCNc1ccc([N+](=O)[O-])c2cccnc12	5	-0.1	2	1.9
CC(c1ccccc1)C1C(C#N)=C(N)Oc2c1c(=O)oc1ccccc21 (stereo unspecified)	2	-0.1	12	0.3
CCOC(=O)NC(C(Cl)(Cl)Cl)P(=O)(N(CC)CC)N(CC)CC (stereo unspecified)	3	-0.1	6	2.0
N#CC1=C(N)OC2=C(C(=O)CCC2)C1c1ccc(-c2ccccc2Cl)o1 (stereo unspecified)	9	0.0	10	-1.3
CN1CCN(C(=O)Cc2c(C(=O)O)[nH]c3ccccc23)CC1	-7	-0.1	14	0.2
OC(CN1CC=C(c2ccccc2)CC1)C(F)(F)F (stereo unspecified)	5	0.0	-2	-0.4
C#CCN1C(=O)C2(C(C#N)=C(N)OC(C)=C2C(=O)OC(C)(C)C)c2ccccc21 (stereo unspecified)	-2	-0.1	3	0.0
C=CCN1C(=O)/C(=C\c2ccc(C)o2)C(=O)NC1=S	4	0.0	-6	-1.4
COc1ccc(/C=C2/C(=O)NC(=O)N(Cc3ccco3)C2=O)cc1	48	0.1	-2	-1.4
COc1ccc2c(c1)c(C(=O)NC1CC1)nn2Cc1ccc(S(=O)(=O)N(C)OC)cc1	18	-0.1	-2	0.5
O=c1cccc2n1CC1CC2CN(C2C3CC4CC(C3)CC2C4)C1 (stereo unspecified)	12	0.1	1	-0.2
Cc1ccc(S(=O)(=O)N(C)c2ccc(C(=O)N3CCN(Cc4ccccc4)CC3)cc2)cc1	-25	-0.3	2	-0.7
CC(C)N(C)CC#CC(O)(c1ccccc1)c1ccccc1	-1	0.0	3	-0.3
Fc1ccc(CN2CCN(Cc3cccc(Cl)c3)CC2)cc1	68*	0.0	-1	-0.2
COc1ccc(N2C(=O)/C(=C\C=C\c3ccccc3[N+](=O)[O-])C(=O)NC2=S)cc1	-61	0.0	15	2.0

Part of the list above, reformatted.
Order of values: MITF primary	FBW7 activator	TEAD-YAP inh	GPR151 ag
- O=c1cccc2n1CC1CC2CN(C2C3CC4CC(C3)CC2C4)C1 (stereo unspecified)
 : 12	0.1	1	-0.2
- COc1ccc(/C=C2/C(=O)NC(=O)N(Cc3ccco3)C2=O)cc1
 : 48	0.1	-2	-1.4
- COc1ccc(N2C(=O)/C(=C\C=C\c3ccccc3[N+](=O)[O-])C(=O)NC2=S)cc1
 : -61	0.0	15	2.0
- CC(C)N(C)CC#CC(O)(c1ccccc1)c1ccccc1
 : -1	0.0	3	-0.3
- CN1CCN(C(=O)Cc2c(C(=O)O)[nH]c3ccccc23)CC1
 : -7	-0.1	14	0.2
- Cc1ccc(S(=O)(=O)N(C)c2ccc(C(=O)N3CCN(Cc4ccccc4)CC3)cc2)cc1
 : -25	-0.3	2	-0.7

(continued)
Compound	MITF primary	FBW7 activator	TEAD-YAP inh	GPR151 ag
CNC(=O)Oc1ccc2c(c1)C(=O)c1ccccc1CO2	-3	0.0	-4	0.6
Cc1ccc(C2=NCC(=O)Nc3c2oc2ccccc32)cc1	7	-0.1	15	0.1
OC1/C(=C/c2ccc(-c3ccc(Cl)cc3)o2)N2CCC1CC2 (stereo unspecified)	9	0.9	7	0.2
CC(C)N1CCN(C(=O)Cc2ccccc2)CC1	41	0.2	5	0.1
N#CCCn1cc(C(=O)Nc2ccc([N+](=O)[O-])cc2)c(-c2ccc3c(c2)OCCO3)n1	-6	-0.1	11	-0.7
Cc1ccc(-c2nc(CSCC(=O)N3CCC4(CC3)OCCO4)c(C)o2)cc1	1	-0.3	50*	-1.0
CCOC(=O)C1C2NC(=S)N(CC)C1(C)Oc1c(Br)cc(Br)cc12 (stereo unspecified)	19	-0.3	3	-0.9
CCCCC1C(=O)NC(=S)NC1=O	-7	-0.1	-4	-0.9
c1cc2[nH]ncc2cc1N1CCNCC1	-5	0.0	4	0.8
COc1ccc(-n2c(/C=C/c3ccccc3)nc3ccccc3c2=O)cc1Cl	-4	-0.1	8	-0.2
CCOC(=O)C1C2NC(=S)N(c3ccccc3OC)C1(C)Oc1ccccc12 (stereo unspecified)	31	-0.2	2	-0.3
CC12CN3CN(C1)CC(c1ccccc1)(C3)C2=O	14	0.0	5	-0.9
COP(=O)(CC(=O)O)c1ccccc1 (stereo unspecified)	6	0.1	-1	4.1
C[C@@H]1C(=O)O[C@@H]2[C@H](O)C34[C@@H]5OC(=O)C3(O[C@H]3OC(=O)[C@H](O)C34[C@H](C(C)(C)C)[C@H]5O)[C@@]12O (stereo partly specified)	-3	-0.1	-2	3.6
CN1CCc2nc3sc4c(=O)c(=O)[nH][nH]c4c3cc2C1	20	0.0	8	0.3
COc1ccccc1CN1CCN(CC(C)(C)C)C(CCO)C1 (stereo unspecified)	1	-0.1	-7	-0.6
CN1CCC(OC(=O)c2ccccc2)(c2ccccc2)C(C)(C)C1 (stereo unspecified)	1	0.4	-2	1.5
SCCNCCc1c[nH]c2ccccc12	-6	0.5	1	0.4
CCCN(CCC)C(=O)c1ccc(N2CC3CC(C2)c2cccc(=O)n2C3)c([N+](=O)[O-])c1 (stereo unspecified)	5	-0.1	4	0.3
CC12CCC(O)CC1=CCC1C2CCC2(C)C(O)/C(=C/c3cccc(Br)c3)CC12 (stereo unspecified)	12	0.6	2	-0.4
O=C1CC(N2CC=C(c3ccccc3)CC2)C(=O)N1c1ccc(F)cc1 (stereo unspecified)	0	0.0	13	0.7
CC(=O)N1CC(=O)Nc2ccc(Cl)cc2C1c1ccccc1 (stereo unspecified)	-9	-0.1	9	0.6
CC(C)N1CCN(Cc2cccnc2)CC1	74*	-0.1	13	0.4
C=CCN1C(=O)/C(=C\c2ccc(OC)cc2)C(=O)NC1=S	-15	-0.2	-3	2.2
COc1cccc(CNC2CN3CCC2CC3)c1 (stereo unspecified)	-4	0.0	-7	3.5
Cc1ccc(CN2CCN(Cc3ccccc3)CC2CCO)cc1 (stereo unspecified)	0	0.4	1	1.0
CC(C)C(Br)C(=O)NC(N)=O (stereo unspecified)	-5	0.0	-1	0.0
O=c1[nH]c(=O)n(Cc2ccccc2Cl)c(O)c1C=Nc1ccc(F)cc1	18	0.6	5	-1.2
N/C(=N/[N+](=O)[O-])N1CCN(C(=O)Nc2ccc(Cl)cc2)CC1	21	0.2	7	3.9
O=C(Oc1c(Cl)cc(Cl)c2cccnc12)c1cc(S(=O)(=O)N2CCCCC2)ccc1Cl	17	-0.5	8	1.4
CCOC(=O)C1=C(C)OC(N)=C(C(=O)OCC)C12C(=O)Nc1ccccc12 (stereo unspecified)	0	0.1	-3	0.0
Cc1ccc(C2(O)CC(C)N(C)CC2C)c(C)c1 (stereo unspecified)	-8	0.0	-8	-0.5
O=C(CN1CCCC1)c1cccc(C(F)(F)F)c1	48	-0.2	-3	-1.3
COC(=O)CC1=C(C(=O)OC)C2(C(=O)N(C)c3ccccc32)C(C(=O)OC)=C(N)O1 (stereo unspecified)	14	0.5	8	0.7
CN(C)CCN(C(=O)COc1ccc(Cl)cc1)c1nc2ccc(F)cc2s1	23	0.6	-24	0.1
COc1ccc(/C=C/c2nc3ccccc3c(=O)n2-c2ccc(C)cc2)cc1O	0	0.1	6	-1.6
CCOP(=S)(OCC)SCSn1c(=O)oc2cc(Cl)ccc21	5	0.0	0	3.3
Cc1cc(N2CCN(C)CC2)c(F)cc1[N+](=O)[O-]	12	0.3	0	0.7

Screens deposited in PubChem by The Scripps Research Institute Molecular Screening Center.
